Source: PubChem (National Center for Advancing Translational Sciences (NCATS))
S3 lipid droplet – qHTS Assay for Lipid Storage Modulators in Drosophila S3 Cells; Drosophila S3 cells, BODIPY lipid droplet fluorescence, 18-24 h; cells fed with added oleic acid; lipid storage change, negative = inhibition, % at the top dose, mostly 46.1 µM; hits show Potency in µM; AID 2685; 320,000 compounds, 0.64% hits; active = well fitted inhibition curve with a large enough effect in the signal ratio, with a control signal flat, not every such curve was filed as active; inconclusive = small, poorly fitted or top-dose-only effect, or effect the other way, or a change in a side signal; the % refers to the signal ratio
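Drosophila S3 cells loaded with oleic acid (400 uM, as added) and compounds at several concentrations; lipid droplets imaged by 488-nm laser-scanning cytometry, 500–530 nm intensity and object ratio to cell channel. Percent activity normalized to 20 uM Triacsin C.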
S3 lipid droplet cell count max – recorded beside S3 lipid droplet, whose call it bears; cell number change, %; measured here: cell count max response;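 cells counted by Cell Tracker Red CMTPX staining in the red channel; peak over a dose series mostly up to 46.1 µM; percent activity relative to internal control wells on each plate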
An asterisk follows results filed as active; i = inactive; ? = inconclusive; / = no result given. % is set by controls: 0 for no effect and ±100 for the full control effect; potency is the fitted concentration of half-maximal effect.

SMILES	S3 lipid droplet	S3 lipid droplet cell count max
CCCCNC1c2ccccc2C(=O)N1Cc1ccccc1 (stereo not given)	17%	-14
Cc1cccc(N2CCN(CC(=O)N(C)Cc3ccccc3)CC2C)c1 (stereo not given)	14%	8
O=C(c1cc(-c2ccc(F)cc2)no1)N1CCN(Cc2ccc3c(c2)OCO3)CC1	?	/
COc1cc(C(=O)c2ccccc2)c(OC)cc1C(=O)Nc1ccc(O)cc1	-4%	5
Cc1ccc2nc(CSc3nnc(-c4ccncc4)n3C)cc(=O)n2c1	?	/
S=c1[nH]c2cc(Br)cnc2[nH]1	9%	12
COc1ccc(-c2nnnn2C)cc1S(=O)(=O)NCCc1ccccc1	9%	6
CCN(CC)CCCNC(=O)c1cc2c(-c3cccc(OC)c3)nn(C)c2s1	?	/
COCCC(=O)N1CCC(Oc2ccc(C(=O)NC3CCCCC3)cc2)CC1	9%	9
Cc1[nH]c2ccccc2c1CCO	27%	/
CCCCn1c(N)c(N(CC(C)C)C(=O)CC2OC(=O)c3ccccc32)c(=O)[nH]c1=O (stereo not given)	?	/
CCCOc1nc(N)c(C#N)c(-c2ccccc2F)c1C#N	i	/
CCOc1ccc(N(CC(=O)Nc2ccccc2F)S(=O)(=O)c2c(C)[nH]c(=O)[nH]c2=O)cc1	?	/
Fc1cccc(-n2c(-c3cccs3)nc3nc4ccccc4nc32)c1	8%	12
O=C(Nc1cccc(S(=O)(=O)N2CCCCC2)c1)c1ccc2ccccc2n1	14%	-8
CS(=O)(=O)c1ccc2nc(NC(NC(=O)c3ccco3)(C(F)(F)F)C(F)(F)F)sc2c1	24%	18
CCOc1ccc(NC(=O)N(CCN(C)C)C(C)c2ccncc2)cc1 (stereo not given)	?	/
COc1ccc(S(=O)(=O)Nc2c(C)n(C)n(-c3ccccc3)c2=O)cc1Br	17%	-3
Cc1ccc(NC(=O)CNCc2cccs2)cc1Br	?	/
CC(=O)Nc1ccc(NC(=O)CCOc2cc(C)ccc2C)cc1	?	/
CCCCC(=O)N(CCOC)c1nnc(-c2ccc(OC)cc2)s1	?	/
COc1ccc(-c2csc(NCc3ccco3)n2)cc1	13%	3
CCN(CC)CCNC(=O)C1CCN(S(=O)(=O)N2CCCCC2)CC1	-15%	-12
CCCC(C)C(=O)Nc1nnc(C)s1 (stereo not given)	5%	0
CC(=O)c1sc(NC(=O)CCS(=O)(=O)c2ccc(Cl)cc2)nc1C	?	/
Cc1ccccc1S(=O)(=O)Nc1ncnc2ccccc12	?	/
ClCc1ncc(-c2ccc(Cl)cc2)o1	-15%	-12
COc1cccc(CNC(=O)CN2c3cccc4cccc(c34)S2(=O)=O)c1	?	/
COC(=O)/C(=N\Nc1ccccc1)Sc1nnc(-c2ccc(OC)cc2)n1C	i	-15
N#CCc1c(C#N)c(N)nc(N2CCN(Cc3ccc4c(c3)OCO4)CC2)c1C#N	?	/
COc1cccc(NC(=O)CCC2CCN(C(=O)c3scnc3C)CC2)c1	?	/
C=CCNC(=O)N1CCC(n2nccc2NC(=O)CCc2ccccc2)CC1	14%	-9
COc1ccc(CNCc2ccc(C(F)(F)F)cc2)cc1OC	-23%	-2
Cc1ccc(NC(=O)CCN2CCN(C)CC2)cc1	?	/
Cc1nnc(NC(=O)CSc2ccc(-c3cccnc3)nn2)s1	-4%	18
O=C(NCc1cccnc1)C1CC(=O)N(CCc2ccccc2)C1 (stereo not given)	7%	20
CC(Oc1ccccc1)C(=O)NC1CCCCCCC1 (stereo not given)	?	/
CS(=O)(=O)Nc1ccc(-c2nnc3n2CCCCC3)cc1	-16%	3
CCN(CC)S(=O)(=O)c1ccc(OCC(=O)NC2CCS(=O)(=O)C2)c([N+](=O)[O-])c1 (stereo not given)	i	/
Oc1ccc(Br)cc1CN1CCCCCCC1	15%	-3
Cc1ccccc1-c1nc(CS(=O)CC(=O)NC2CCCC2)c(C)o1 (stereo not given)	-16%	-23
O=C1CCC(C(=O)OCc2nnc(-c3ccccc3)o2)=NN1	?	/
COc1cc(NC(=O)C2CCCN(S(=O)(=O)c3cccc4nsnc34)C2)cc(OC)c1 (stereo not given)	?	/
CCOC(=O)C1(Cc2cccc(OC)c2)CCN(Cc2cccc(OCC)c2O)CC1	?	/
Cc1[nH]cnc1C(=O)N/N=C/c1ccc([N+](=O)[O-])s1	-2%	-20
NC(=S)NNc1c(F)c(F)c(F)c(F)c1F	-24%	-8
Cc1cccc(C(=O)NNC(=O)C2CCN(C(=O)OC(C)(C)C)CC2)c1	?	/
COc1ccc(C(NC(C)=O)c2cc(Cl)c3cccnc3c2O)cc1OC (stereo not given)	0%	-7
O=C(COc1ccc(Cl)cc1Cl)NNC(=S)Nc1ccc(F)cc1	-6%	-27
CCN1CCN(c2ccc(NC(=O)c3ccc(OC)c(S(=O)(=O)N4CCCC4)c3)cc2)CC1	-1%	-2
Following part
SMILES	S3 lipid droplet	S3 lipid droplet cell count max
O=C1OCC(c2ccc(Cl)s2)=C1c1ccccc1[N+](=O)[O-]	?	/
COc1ccc(C(=O)NC(=S)NNC(=O)CCc2ccccc2)cc1	?	/
CCCc1noc2c1/C(=N\O)CC(c1ccccc1)C2 (stereo not given)	1%	-14
O=C(NNC(=O)c1ccccc1F)c1ccc(Cl)c(S(=O)(=O)N2CCOCC2)c1	1%	5
O=C(O)CNC(=O)CCn1nnc2ccccc2c1=O	?	/
CCc1nnc(NS(=O)(=O)c2ccc(NC(=S)NC(=O)/C=C/c3cccs3)cc2)s1	?	/
O=C(NCc1ccncc1)Nc1cc(Cl)ccc1Cl	17%	7
Cc1onc(-c2ccccc2)c1C(=O)N/N=C/c1cc2c(cc1Cl)OCO2	?	/
Cc1ccc(C(=O)N[C@H](C(=O)Nc2sccc2C(N)=O)C(C)C)cc1	?	/
CC1OC(C)(C)OC1C1CNc2nc(NC(=O)C(C)(C)C)[nH]c(=O)c2N1C(=O)c1cccnc1 (stereo not given)	?	/
CC(NS(=O)(=O)c1ccc(N)cc1)C1CC2CCC1C2 (stereo not given)	?	/
O=C(Nc1ccnc(-c2ccncc2)n1)c1ccc(Cl)cc1	?	/
Brc1ccc(-c2csc(Nc3nc(-c4ccc(Br)cc4)cs3)n2)cc1	10%	-6
CCN(CC)C(=O)C1=C(C)NC(=O)NC1c1ccccc1F (stereo not given)	?	/
CCCC(C(=O)NC1CCCCC1)N(CC1CCCO1)C(=O)CNS(=O)(=O)c1ccc(F)cc1 (stereo not given)	8%	1
Cc1c(C(=O)Nc2nnc(C3CC3)s2)oc2ccccc12	?	/
CC(C)CCn1c(NCCc2ccccc2)nc2c1c(=O)n(C)c(=O)n2C	?	/
CCc1c(C)sc(NC(=O)c2ccoc2C)c1C(N)=O	?	/
COc1ccc(Cl)cc1S(=O)(=O)NCc1cccnc1	i	/
CC(C)Cn1c(SCC(=O)c2c(N)n(C)c(=O)n(C)c2=O)nc2ccccc21	?	/

17 entries out of the list, sorted by SMILES length, largest number first:
SMILES	S3 lipid droplet	S3 lipid droplet cell count max
CC1OC(C)(C)OC1C1CNc2nc(NC(=O)C(C)(C)C)[nH]c(=O)c2N1C(=O)c1cccnc1 (stereo not given)	?	/
CCN1CCN(c2ccc(NC(=O)c3ccc(OC)c(S(=O)(=O)N4CCCC4)c3)cc2)CC1	-1%	-2
CCc1nnc(NS(=O)(=O)c2ccc(NC(=S)NC(=O)/C=C/c3cccs3)cc2)s1	?	/
O=C(NNC(=O)c1ccccc1F)c1ccc(Cl)c(S(=O)(=O)N2CCOCC2)c1	1%	5
CC(C)Cn1c(SCC(=O)c2c(N)n(C)c(=O)n(C)c2=O)nc2ccccc21	?	/
Cc1ccc(C(=O)N[C@H](C(=O)Nc2sccc2C(N)=O)C(C)C)cc1	?	/
Cc1onc(-c2ccccc2)c1C(=O)N/N=C/c1cc2c(cc1Cl)OCO2	?	/
Brc1ccc(-c2csc(Nc3nc(-c4ccc(Br)cc4)cs3)n2)cc1	10%	-6
Cc1[nH]cnc1C(=O)N/N=C/c1ccc([N+](=O)[O-])s1	-2%	-20
O=C(COc1ccc(Cl)cc1Cl)NNC(=S)Nc1ccc(F)cc1	-6%	-27
O=C(Nc1ccnc(-c2ccncc2)n1)c1ccc(Cl)cc1	?	/
CC(NS(=O)(=O)c1ccc(N)cc1)C1CC2CCC1C2 (stereo not given)	?	/
CCc1c(C)sc(NC(=O)c2ccoc2C)c1C(N)=O	?	/
CCCc1noc2c1/C(=N\O)CC(c1ccccc1)C2 (stereo not given)	1%	-14
O=C(O)CNC(=O)CCn1nnc2ccccc2c1=O	?	/
O=C(NCc1ccncc1)Nc1cc(Cl)ccc1Cl	17%	7
NC(=S)NNc1c(F)c(F)c(F)c(F)c1F	-24%	-8

More entries follow:
SMILES	S3 lipid droplet	S3 lipid droplet cell count max
c1ccc(CN2CCN(Cc3c[nH]c4ccccc34)CC2)cc1	9%	15
COc1ccc(/C=N/N=C/c2ccc(OC)c(OC)c2)cc1OC	i	3
CCC(C)NC(=O)c1cccc(C)c1 (stereo not given)	15%	5
Cc1ccccc1S(=O)(=O)Oc1cccc2c(O)cccc12	?	/
CCOC(=O)NC(=O)COC(=O)c1cccc2ccccc12	?	/
O=C(CCCn1c(=S)[nH]c2cc3c(cc2c1=O)OCO3)NCc1cccc(Cl)c1	?	/
N#CC1=C(N)SC(N)=C(C#N)C1c1ccc(C(F)(F)F)cc1	i	/
CCCCc1nnc(NC(=O)COc2ccc3c(C)cc(=O)oc3c2)s1	7%	11
CN(CCCCCCCCC(=O)/C=N/O)Cc1ccccc1	?	/
Cc1cccc(OCCCC(=O)Nc2ccc(Br)cc2)c1	i	/
COc1ccc(N2CCN(C(=O)CCS(=O)(=O)c3cccc4nsnc34)CC2)cc1	13%	-19
Cc1ccccc1Nc1ncccc1C(=O)N1CCOCC1	4%	-9
O=C(c1cc(C(=O)N2CCCC2)cc([N+](=O)[O-])c1)N1CCCC1	?	/
C=C(C)Cn1c(COc2ccccc2)nnc1SCC(=O)O	?	/
Cc1ccc(Oc2ccc(-c3nnc(-c4ccccc4)o3)cc2[N+](=O)[O-])cc1C	?	/
CCCCCC(=O)NC(=S)NC1C2CC3CC(C2)CC1C3 (stereo not given)	0%	1
Cc1cc(C)c2nc3nc(C)c(C)cc3c(N)c2c1	?	/
Cc1cc(=O)oc2cc(OCC(=O)NCC3CCC(C(=O)O)CC3)ccc12 (stereo not given)	23%	-2
O/N=C/c1ccc2ccccc2n1	?	/
COc1ccc(C2=NN(C(=O)CSc3ncccn3)C(c3ccc(OC)cc3)C2)cc1 (stereo not given)	-18%	-14
COc1ccc(-c2nc(SCC(=O)Nc3cccc(S(N)(=O)=O)c3)n[nH]2)cc1	?	/
O=C(c1ccc(Cl)cc1)C(CN1CCCC1)c1ccccc1 (stereo not given)	?	/
COc1ccc(-c2nc(C)ncc2-c2csc(C)n2)c(O)c1	?	/
C/C(=N/NC(=O)CNC(=O)COc1ccccc1)c1ccco1	7%	0
CC1(C)CC(OC(=O)c2ccccc2)CC(C)(C)N1	?	/
C=CCOc1ccc(CNc2nccs2)cc1OCC	3%	4
CC1CCc2c(sc(NC(=O)CSc3nc4c(c(C(F)(F)F)n3)CCc3ccccc3-4)c2C(N)=O)C1 (stereo not given)	3%	-8
COc1cc(C(=S)N2CCC(C(N)=O)CC2)ccc1O	?	/
O=C(Nc1c2c(nn1-c1ccccc1)CS(=O)(=O)C2)c1ccccc1Br	?	/
CCOC(=O)[C@H](CCc1ccccc1)N[C@@H](C)C(=O)N1CCC[C@@H]1C(=O)O	-2%	-10
CCc1nnc(NC(=O)CSc2nnc(-c3c[nH]c4ccccc34)n2CC)s1	-33%	/
CSc1ccccc1NC(=O)CN1c2ccccc2CC1C (stereo not given)	-9%	0
O=C(c1cccc(Br)c1)c1coc2ccc(O)cc12	?	/
N#C/C(=N\Nc1ccc(Cl)cc1)C(=N)N1CCCCC1	13%	-1
CCn1c(SCc2nc(CC(=O)Nc3ccccc3OC)no2)nnc1-c1cccs1	?	/
CNc1nc2c3ccccc3n(C(C)=O)c2s1	?	/
Cc1ccc2[nH]ccc(=O)c2c1	?	/
Cc1cc2nnc(SCC(=O)NCc3cccs3)n2c2ccccc12	?	/
COc1ccccc1N1CCN(C2CCCN(Cc3cccc(O)c3)C2)CC1 (stereo not given)	i	12
Cc1ccccc1-c1nc(CS(=O)(=O)CC(=O)NCCCN2CC(C)CC(C)C2)c(C)o1 (stereo not given)	-16%	-7
CCC(=O)NNc1nc2c(C)cccc2s1	?	/
C/C(=N\NC(=O)c1cccs1)c1ccc2c(c1)OCO2	?	/
COCC(C)n1c(SCc2cc(C(=O)OC)c(C)o2)nc2ccccc2c1=O (stereo not given)	14%	15
COc1ccc(/C=N/Nc2c(Cl)cc(Cl)cc2Cl)cc1CN1CCOCC1	?	/
COc1ccccc1C(=O)N1CCN=C1c1ccccc1	?	/
COc1ccc(N2CCN(S(=O)(=O)CCNC(=O)COc3ccccc3OC)CC2)cc1	?	/
CN(Cc1ccccc1)C(=O)C1CCCN(Cc2cccc(Cl)c2)C1 (stereo not given)	29%	6
Cc1cc([N+](=O)[O-])nn1CCCC(=O)Nc1ccc(Cl)cc1Cl	?	/
Cc1nc(SCC(=O)c2c[nH]c3ccccc23)n[nH]1	i	/

An excerpt of these results, bar-delimited:
Molecule | S3 lipid droplet | S3 lipid droplet cell count max
COc1ccc(N2CCN(S(=O)(=O)CCNC(=O)COc3ccccc3OC)CC2)cc1 | ? | /
CN(Cc1ccccc1)C(=O)C1CCCN(Cc2cccc(Cl)c2)C1 (stereo not given) | 29% | 6
Cc1cc([N+](=O)[O-])nn1CCCC(=O)Nc1ccc(Cl)cc1Cl | ? | /

Some of the compounds tested; the hit share may differ from the screen's.
